esBAF inh: blocks esBAF chromatin remodeling in mouse ES cells; Bmi1-luciferase knock-in reporter, 24 h; 100% = twice the neutral-well signal; reporter increase, % at 12.5 µM; 2% of 350,000 active; in the data active means activation above about 40%;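 further: 0% = median of the plate's neutral control wells and 100% = double that signal; a rise in the Bmi1 reporter signal indicates esBAF inhibition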
ARNT TACC3 PPI: disrupts binding between human ARNT and TACC3. Q9Y6A5. AlphaScreen His-ARNT PAS-B/GST-TACC3 binding, luminescence; TACC3 fragment carries E629A point mutation. inhibition, % at 9.99 µM. 0.66% of 390,000 active. AID 623870;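 active means mean inhibition of replicates at least 50% and at least half of replicates each reaching 50%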;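 further: 0% = complete ARNT plus TACC3 wells and 100% = ARNT alone without TACC3; many hits fall short of the cut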
RAD54 inh: blocks human RAD54 Holliday junction branch migration | FAM/BHQ fluorescence | 0.14% of 360,000 active | inhibition, % at 10.4 µM | Q92698;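 active means mean normalized replicate activity at least 40 and at least half of replicates scoring 40 or more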;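 further: 0% = median of neutral control wells and 100% = median of positive control wells; inhibitors cause a drop in the FAM fluorescence signal; in these data hits start at about 50%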
CFTR F508del cor: CFTR F508del correction in bronchial cells. CFBE cells, YFP halide quenching; stimulated with forskolin plus potentiator P3; % fluorescence drop versus neutral controls. activity (quench increase), % at 7.58 µM. 0.36% of 350,000 active. AID 720511;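 active means mean added fluorescence quench of at least 8% versus neutral control, with both replicates also reaching 8%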;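 further: cells transiently co-express mutant CFTR-F508del with the halide-sensitive YFP; corrector assay measuring rescue of mutant channel to the surface after 24 h compound exposure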
XiGFP reactiv: X-chromosome reactivation activator; XiGFP mouse fibroblasts, % GFP-positive cells imaging, 3 d; cells co-treated with 5-aza-dC sensitizer; scaled so ellipticine positive control = 100%; activation, % at 7.58 µM; 0.055% of 360,000 active; AID 743238;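 active means mean normalized replicate activation at least 10% and every replicate at or above 10%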;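 further: 0% = median of on-plate neutral control wells and 100% = ellipticine 6 µM median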
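System: SV40-immortalized XiGFP fibroblast cells, line 68-5-11 / Incubation: 3-day compound exposure, then 15 min fixation at room temperature / Compound: single concentration per compound, delivered by pin transfer / Buffer or medium: DMEM plus 5-aza-dC sensitizer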
INS-1E GSIS act: primary screen for activators of insulin secretion dependent on glucose, INS-1E cells, GLuc reporter luminescence; activation, % at 16.6 µM; 0.61% of 370,000 active; INS-1E GLuc reporter insulin secretion, 2-3 h;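 active means lowest replicate activation of at least 40%, so every replicate reaches that level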;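 further: 0% = median of neutral control wells and 100% = median of IBMX positive control wells; some compounds called inactive have numbers as strong as hits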
RAD52 inh: blocks human RAD52 DNA annealing | AID 651710 | P43351 | 0.46% of 360,000 active | recombinant RAD52 DNA annealing, FRET fluorescence | inhibition, % at 18.7 µM;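 active means every replicate showing at least 50% inhibition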
ERAP1 inh: ERAP1 (human) enzyme inhibition; Q9NZ08; recombinant ERAP1, Leu-AMC fluorescence, 60 min; inhibition, % at 10.7 µM; 0.15% of 340,000 active;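 active means mean replicate inhibition of at least 30%, or all replicates individually reaching that 30% level; inactive means mean below 30% and not every replicate reaching it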;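 further: 0% = neutral control wells and 100% = L-leucinethiol positive control wells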
Target sequence (Q9NZ08 whole entry, looked up): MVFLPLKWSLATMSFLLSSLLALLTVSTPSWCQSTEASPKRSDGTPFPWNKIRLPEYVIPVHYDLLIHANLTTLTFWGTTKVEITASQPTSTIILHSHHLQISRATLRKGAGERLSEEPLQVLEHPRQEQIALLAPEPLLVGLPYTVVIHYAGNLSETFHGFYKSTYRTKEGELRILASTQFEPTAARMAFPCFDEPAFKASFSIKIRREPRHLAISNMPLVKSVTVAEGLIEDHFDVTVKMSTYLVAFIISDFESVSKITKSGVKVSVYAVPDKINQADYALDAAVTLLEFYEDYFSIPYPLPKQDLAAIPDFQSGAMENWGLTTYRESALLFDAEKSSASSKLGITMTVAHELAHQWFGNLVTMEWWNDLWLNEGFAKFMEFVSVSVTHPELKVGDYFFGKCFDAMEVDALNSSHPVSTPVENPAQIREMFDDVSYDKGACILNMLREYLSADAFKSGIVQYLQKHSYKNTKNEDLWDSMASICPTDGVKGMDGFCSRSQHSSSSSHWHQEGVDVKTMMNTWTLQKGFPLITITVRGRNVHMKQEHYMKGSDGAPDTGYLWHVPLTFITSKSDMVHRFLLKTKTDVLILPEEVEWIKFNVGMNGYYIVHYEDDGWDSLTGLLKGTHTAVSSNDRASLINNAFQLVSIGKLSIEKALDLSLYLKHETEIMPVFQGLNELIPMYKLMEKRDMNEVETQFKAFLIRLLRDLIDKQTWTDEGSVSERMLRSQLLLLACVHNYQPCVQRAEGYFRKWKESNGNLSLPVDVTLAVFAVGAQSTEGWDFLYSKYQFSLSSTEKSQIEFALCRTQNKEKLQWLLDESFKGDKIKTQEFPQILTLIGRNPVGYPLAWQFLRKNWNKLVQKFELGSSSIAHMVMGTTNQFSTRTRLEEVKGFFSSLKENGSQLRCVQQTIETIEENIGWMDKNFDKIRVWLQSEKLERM
* = called active by the depositor; / = not tested or not shown. The order is random, and some 3.3% of all compounds hit somewhere here.

SMILES	esBAF inh	ARNT TACC3 PPI	RAD54 inh	CFTR F508del cor	XiGFP reactiv	INS-1E GSIS act	RAD52 inh	ERAP1 inh
C[C@H]1CN([C@@H](C)CO)S(=O)(=O)c2ccc(C3=CCCC3)cc2O[C@@H]1CN(C)C(=O)C1CCC1	3.0	-6.1	-3.1	-0.4	-1.0	-6.9	-1.9	1.3
O=c1oc2ccccc2cc1-c1cn2ccccc2n1	/	-8.2	/	-0.2	0.1	-19.1	-21.0	2.5
CN(C)CCNC(=O)c1ccc(Cl)c2cc3ccccc3nc12	/	9.5	/	12.3*	0.0	-11.7	94.5*	0.1
Cc1ccc(S(=O)(=O)NCCN=Cc2ccc(N(C)C)cc2)cc1	/	-7.0	-7.9	-1.7	0.0	8.2	-48.7	4.2
COc1ccc(S(=O)(=O)Nc2cc3c4c(c2)CC(=O)N4CCC3)cc1C	/	10.7	12.1	3.0	-0.1	12.2	1.7	-0.7
Cc1ccc(N(CC(=O)NC2CC2)S(=O)(=O)c2ccccc2)c(C)c1	/	-3.4	-4.8	2.6	0.1	-0.6	-6.9	-3.6
CC(C)(C)NC(=O)NC(=O)Cn1ccsc1=N	-4.8	/	-2.0	-0.8	0.0	-0.3	-11.3	17.1
Cc1cc(C)cc(NC(=S)NCc2ccc3[nH]c4c(c3c2)CCCC4)c1	-1.7	-3.0	6.6	1.2	0.2	5.8	-23.4	-3.0
COc1ccc(OC)c(C(O)CNC(=O)CN)c1 (stereo not given)	-0.2	-1.2	2.6	0.6	-0.3	4.3	-3.6	-1.3
COc1ccccc1NC(=O)C1CCCN1C(=O)Nc1ccc(F)cc1 (stereo not given)	-0.6	1.2	-7.6	-3.5	0.0	10.8	-7.0	-3.6
O=C(CSc1nnc(CNC(=O)c2ccc(F)cc2)o1)NCc1ccccc1	/	-2.1	-4.4	-1.9	0.0	8.5	0.0	2.4
O=C1CC(c2ccccc2)=NN1c1ccc([N+](=O)[O-])cc1	/	14.8	/	-4.6	0.1	-9.2	-8.0	1.9
Cn1c(-c2ccccc2)cc(=NNS(C)(=O)=O)c2cc(S(=O)(=O)O)ccc21	1.1	/	-5.7	1.6	-0.1	-10.8	-19.3	36.7*
CCN1CCN(S(=O)(=O)c2cccs2)CC1	1.7	1.2	-2.5	-0.2	/	3.3	-10.1	1.0
CN1C(=O)c2cc(NC(=O)C3CCOCC3)ccc2OC[C@@H]2O[C@H](CC(=O)NC3CCCC3)CC[C@H]21	0.7	-5.2	-5.5	-0.8	0.2	13.6	-1.4	1.1
Cc1cc(OCC(=O)NCCN2CCOCC2)c2c(C)c(C)c(=O)oc2c1	-4.1	-2.0	1.2	0.6	0.0	7.4	-13.4	0.6
O=C(c1cccc(S(=O)(=O)N2CCN(c3ccccc3)CC2)c1)N1CCCCCCC1	-0.8	5.7	/	3.1	0.3	-7.0	-24.5	-6.6
CC(C)NC(=O)N(C)C[C@H]1Oc2ccc(NS(C)(=O)=O)cc2C(=O)N([C@@H](C)CO)C[C@@H]1C	6.1	13.7	-1.1	-1.1	-1.1	13.9	-3.3	-0.6
CCCCOc1ccc(N(CC(=O)NC(C)(C)C)C(=O)CCC(=O)Nc2nccs2)cc1	-9.1	-4.6	1.3	-2.1	0.0	-6.5	-7.5	-3.5
C[C@@H]1CN([C@H](C)CO)S(=O)(=O)c2ccc(C#CCN(C)C)cc2O[C@H]1CN(C)C(=O)Nc1ccccc1F	-0.8	4.0	-3.4	2.3	0.5	6.4	-16.0	-2.1
Cc1ccc(S(=O)(=O)NCC(=O)OCC(=O)c2ccc(Cl)s2)cc1	/	0.9	6.1	-0.8	-0.1	/	-8.8	-1.4
CC(C)(O)[C@H](O)Cc1cc2ccc(=O)oc2cc1O[C@@H]1O[C@H](CO)[C@@H](O)[C@H](O)[C@H]1O	0.6	-3.3	-7.6	-2.5	0.0	-2.8	5.0	-3.7
Cc1ccc2c(c1)sc(=NC(=O)c1cccs1)n2C	/	/	/	1.5	0.1	-0.4	-9.6	9.8
COc1cccc(C#Cc2cnc3c(c2)C(=O)N([C@@H](C)CO)C[C@H](C)[C@H](CN(C)C)O3)c1	-2.6	/	1.9	0.4	0.4	1.1	-1.2	3.8
COc1cc(-c2cc(C(=O)Nc3cc(S(=O)(=O)N4CCOCC4)ccc3C)c3ccccc3n2)cc(OC)c1OC	-4.1	-5.0	13.9	-1.7	0.4	-10.7	-4.3	1.6

Continuation.
SMILES	esBAF inh	ARNT TACC3 PPI	RAD54 inh	CFTR F508del cor	XiGFP reactiv	INS-1E GSIS act	RAD52 inh	ERAP1 inh
Cc1ccc(C(C)C)c(OCC(=O)NNC(=O)CC2OC(=O)c3ccccc32)c1 (stereo not given)	/	-3.3	15.8	1.8	0.0	17.0	-9.1	-1.7
CN(CCc1ccccn1)C(=O)Nc1cc(Cl)cc(Cl)c1	7.3	-7.5	-9.3	-0.5	0.0	-15.8	-1.0	-1.2
CC(C)NC(=O)Nc1cccc2c1O[C@@H](CN(C)S(=O)(=O)c1ccccc1)[C@@H](C)CN([C@H](C)CO)C2=O	-8.7	-10.0	-6.8	-2.1	0.9	11.0	8.5	-0.4
COc1cccc(S(=O)(=O)Nc2ccc3c(c2)C(=O)N(C)C[C@H](OC)[C@H](C)CN(C(=O)Cc2cccnc2)[C@H](C)CO3)c1	8.3	-10.6	-4.6	0.5	0.7	2.2	-1.3	-1.6
CN(c1cccc(NC(=O)CCSc2ccccc2)c1)S(C)(=O)=O	11.9	-3.5	5.5	2.4	/	-3.3	7.2	1.6
O=C1CCc2cc(S(=O)(=O)N3CCN(c4cccc(C(F)(F)F)c4)CC3)ccc2N1	7.1	-2.3	2.8	-0.2	/	7.8	6.6	-0.7
C[C@H](CO)N1C[C@H](C)[C@@H](CN(C)S(=O)(=O)c2ccccc2)Oc2ccc(NC(=O)Nc3cccc4ccccc34)cc2CC1=O	-2.9	/	3.4	0.9	0.0	-1.8	6.8	-8.9
CCCCCCCCN1C(=O)[C@H](CC(=O)NCC23CC4CC(CC(C4)C2)C3)C[C@@]2(C(=O)OCC)CCCC=C12	/	/	/	-0.5	0.2	-11.1	-12.8	-1.5
CCOC(=O)N1CCC(NC(=O)C2CCN(S(=O)(=O)c3cccs3)CC2)CC1	-2.3	-1.8	-13.3	/	/	28.4	/	/
O=C(CCNS(=O)(=O)c1ccc(Br)cc1)NCc1ccco1	/	1.4	/	-1.7	0.0	10.7	4.3	-4.8
COc1ccc(C(C(=O)NCc2ccccc2)N(Cc2ccco2)C(=O)c2snc(C(N)=O)c2N)cc1OC (stereo not given)	6.1	-4.7	-6.9	-0.7	0.0	11.7	-3.2	1.9
COc1ccc(-c2cc3ccc(OCc4nn[nH]n4)cc3oc2=O)cc1OC	-9.2	-8.0	-2.3	/	/	-4.7	-7.3	-1.4
COC(=O)C1=C(C)N(Cc2ccccc2C(F)(F)F)C(=NCc2ccccc2)NC1c1ccc(F)cc1 (stereo not given)	/	/	/	4.0	0.3	/	26.0	2.5
Cn1c(CCC(=O)O)nc2cc(S(=O)(=O)N3CCCCC3)ccc21	-0.2	-1.5	1.6	-0.4	0.0	17.2	-3.8	5.5
COCC#Cc1ccc2c(c1)O[C@@H](CN(C)S(=O)(=O)c1cccc(F)c1)[C@@H](C)CN([C@@H](C)CO)S2(=O)=O	0.4	-8.4	8.5	-2.3	4.5	-7.3	-30.0	-0.8
CN1C(=O)c2oc3ccccc3c(=O)c2C1c1cccnc1 (stereo not given)	-1.6	-4.5	7.9	0.2	0.0	-6.9	8.0	1.7
CCN(CC)S(=O)(=O)c1ccc(/C=C/C(=O)Nc2ccc(F)c(F)c2F)cc1	/	-5.5	8.3	/	0.0	-14.9	/	/
CCN(CC)CCCN(C(=O)c1ccco1)c1nc(-c2ccc(C)cc2)cs1	-9.6	7.4	25.2	1.0	0.1	-4.9	51.7*	3.7
Cc1ccccc1C(=O)Nn1cnc2ccccc2c1=O	/	-5.1	/	-0.5	0.8	3.2	0.2	8.0
COc1ccc2c3c(n(C)c2c1)[C@@H](CO)N(C(=O)CN(C)C)CC31CN(Cc2nccs2)C1	/	/	/	0.0	0.0	27.6	12.8	/
Cc1occc1C(=O)N1CCCC(CCC(=O)NCc2ccc(F)c(F)c2)C1 (stereo not given)	1.1	0.2	-12.4	2.7	0.0	26.3	-12.6	-3.8
Cc1ccc(OC(=O)N(C)C[C@@H]2OCc3ccccc3-c3ccccc3C(=O)N([C@@H](C)CO)C[C@H]2C)cc1	7.0	6.2	4.8	1.0	0.2	4.0	-7.2	-0.4
CCCC(=O)Nc1ccc2c(c1)OC[C@H](C)N(C(=O)CN(C)C)C[C@H](C)[C@@H](OC)CN(C)C2=O	-0.9	-1.4	-11.4	1.4	-0.1	-2.5	-5.6	/
CCCCN(CC(=O)Nc1cccc(S(=O)(=O)N2CCCC2)c1)Cc1nc2ccccc2c(=O)[nH]1	0.9	6.9	-2.8	-1.6	0.0	-3.0	-63.1	0.2
O=C1c2ccccc2C(=O)N1CC1=NCCc2ccccc21	37.0	6.1	2.4	/	1.2	3.0	/	/
O=C(CCN1C(=O)c2ccccc2S1(=O)=O)Nc1ccccc1F	-3.7	/	7.6	1.2	-0.1	18.1	-19.4	2.5
C[C@@H]1CN([C@@H](C)CO)C(=O)CCCn2cc(nn2)CO[C@@H]1CN(C)C(=O)Nc1ccc2c(c1)OCO2	6.5	1.5	3.1	0.9	0.3	11.9	1.7	1.6

Sorted by length of the SMILES (largest number first): part of the list above
SMILES	esBAF inh	ARNT TACC3 PPI	RAD54 inh	CFTR F508del cor	XiGFP reactiv	INS-1E GSIS act	RAD52 inh	ERAP1 inh
CC(C)NC(=O)Nc1cccc2c1O[C@@H](CN(C)S(=O)(=O)c1ccccc1)[C@@H](C)CN([C@H](C)CO)C2=O	-8.7	-10.0	-6.8	-2.1	0.9	11.0	8.5	-0.4
Cc1ccc(OC(=O)N(C)C[C@@H]2OCc3ccccc3-c3ccccc3C(=O)N([C@@H](C)CO)C[C@H]2C)cc1	7.0	6.2	4.8	1.0	0.2	4.0	-7.2	-0.4
COC(=O)C1=C(C)N(Cc2ccccc2C(F)(F)F)C(=NCc2ccccc2)NC1c1ccc(F)cc1 (stereo not given)	/	/	/	4.0	0.3	/	26.0	2.5
O=C1CCc2cc(S(=O)(=O)N3CCN(c4cccc(C(F)(F)F)c4)CC3)ccc2N1	7.1	-2.3	2.8	-0.2	/	7.8	6.6	-0.7
Cc1ccc(C(C)C)c(OCC(=O)NNC(=O)CC2OC(=O)c3ccccc32)c1 (stereo not given)	/	-3.3	15.8	1.8	0.0	17.0	-9.1	-1.7
COc1ccc(-c2cc3ccc(OCc4nn[nH]n4)cc3oc2=O)cc1OC	-9.2	-8.0	-2.3	/	/	-4.7	-7.3	-1.4
Cn1c(CCC(=O)O)nc2cc(S(=O)(=O)N3CCCCC3)ccc21	-0.2	-1.5	1.6	-0.4	0.0	17.2	-3.8	5.5
O=C(CCN1C(=O)c2ccccc2S1(=O)=O)Nc1ccccc1F	-3.7	/	7.6	1.2	-0.1	18.1	-19.4	2.5
Cc1ccccc1C(=O)Nn1cnc2ccccc2c1=O	/	-5.1	/	-0.5	0.8	3.2	0.2	8.0

Bioassay records as filed in PubChem BioAssay.
